From PubChem
UDG counterscr: UDG inhibition counter-screen. FRET deamination/UDG coupled assay, UDG read, 4 h. AID 1347430. Potency, µM (top dose mostly 115 µM), inactives show at the highest dose activity change, negative = inhibition, hits mostly inhibitors. actives 0.14% (n = 91,000); note: nearly all actives have a fitted effect of over 65% in size
AID inhibitor: blocks human AID cytidine deaminase activity | Q9GZX7 | AID deamination FRET fluorescence, UDG-coupled, 4 h | Potency, µM (series often up to 115 µM), without a hit: at the top dose activity change, negative = inhibition, most hits filed as inhibitors | actives 0.32% (n = 91,000) | AID 1347428; note: nearly all actives have a fitted effect of over 25% in size
Target sequence (Q9GZX7 whole entry, looked up): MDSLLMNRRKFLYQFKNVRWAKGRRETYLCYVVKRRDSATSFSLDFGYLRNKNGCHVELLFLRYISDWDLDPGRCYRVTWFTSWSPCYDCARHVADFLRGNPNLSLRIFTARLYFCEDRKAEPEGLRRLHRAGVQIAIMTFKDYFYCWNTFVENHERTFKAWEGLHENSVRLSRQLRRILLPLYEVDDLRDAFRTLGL
* hit, by the source's call; u = inconclusive; [ ] = remark or other dose. Calls come from the whole dose curve; as a rule, active = well fitted curve in the direction sought with a large enough effect; inconclusive = small, poorly fitted or top-dose-only effect, or another doubt; inactive = no such curve, though single readings can be large; an effect the other way counts as inactive or inconclusive. % is set by controls: 0 for no effect and ±100 for the full control effect; potency is the fitted concentration of half-maximal effect.

Under each structure – UDG counterscr | AID inhibitor
- CCOc1ccc(CCNC(=O)c2cn(C)c3ccc(S(=O)(=O)N4CCOCC4)cc3c2=O)cc1OCC
    -5%[57.5 µM] | -16%[57.5 µM]
- S=C(NC(=NC=C(Cl)Cl)c1ccc(Cl)cc1)Nc1ccc(Cl)cc1
    -12% | -15%
- COc1ccccc1CNS(=O)(=O)c1ccc(F)c(C(=O)Nc2cc(Cl)ccc2OC)c1
    -8% | 18%
- Cc1ccc2c(c1)cc(C(=O)Nc1ccc(F)cc1F)n2C
    0% | 2%
- Cc1nn(-c2cc(N3CCN(C(=O)C(C)(C)C)CC3)ccc2[N+](=O)[O-])c(=O)c2ccccc12
    -2% | -10%
- Cc1ccc(C)c(NC(=O)Cn2cc(S(=O)(=O)N3CCCC3)c(S(=O)(=O)N3CCCC3)c2)c1
    0%[57.5 µM] | 7%[57.5 µM]
- COc1cccc(C(=O)Nc2cc(-c3ccccc3)no2)c1
    -11% | -14%
- Cc1cc(=O)n2c3ccccc3nc2n1CC(=O)c1ccccc1
    -1% | 18%
- CCOc1ccc(CNC(=O)CSc2cc(=O)n(CC)c3ccccc23)cc1
    8% | -13%
- CC(C)OCCCNC(=O)C1CCCCC1
    -7% | -3%

Under each structure – UDG counterscr | AID inhibitor
- Cc1cccc(C(=O)NC(c2cccnc2)c2ccc(C)c(C)c2)c1 (stereo not drawn)
    -11% | -28%
- COC(=O)c1ccc(COc2ccc3c(C)c(Cc4ccccc4)c(=O)oc3c2)o1
    -4% | -1%
- Cc1ccc(CNCc2c(C(=O)O)c(C)n(Cc3ccc(C)cc3)c2C)cc1
    -2% | -10%
- COc1cccc(CNC(=O)Cn2ccc3cc(S(=O)(=O)N4CCCC4)ccc32)c1OC
    -17%[57.5 µM] | -18%
- CCOc1ccc(NC(=O)C(c2ccccc2)c2ccccc2)c2cccnc12
    -7% | 6%
- COc1ccc2cc(-c3cc(C(=O)O)c4ccccc4n3)ccc2c1
    0% | 11%
- COc1cc(OC)c(OC)cc1/C=C/C(=O)c1ccc(OC(F)F)cc1
    -4% | -13%
- O=C(NC1CCCCC1)c1ccc2c(c1)N(Cc1ccccc1Cl)C(=O)c1ccccc1S2
    -6%[57.5 µM] | 7%
- COc1ccc(NC(=O)/C=C/c2ccc(Cl)cc2)cc1
    -7% | -10%
- Cc1ccc(C(=O)NCCC23CC4CC(CC(C4)C2)C3)cc1
    -11% | -13%

Under each structure – UDG counterscr | AID inhibitor
- CCCCCCn1c(N2CCOCC2)nc2c1c(=O)[nH]c(=O)n2C
    -3% | 3%
- CCc1nn(CCCC(=O)NC(C)c2ccccc2)c(=O)c2cc3occc3n12 (stereo not drawn)
    5% | u
- Cc1ccc(C(CC(=O)Nc2ccc(C)cc2C)N2Cc3ccccc3C2=O)cc1 (stereo not drawn)
    -27% | u
- CCCN1CCN(CCCNc2nc(-c3ccc(OC)cc3)nc3ccccc23)CC1
    -13% | u
- COc1ccc(-c2cn3nc(N4CCCC(C(=O)Nc5cccc(Cl)c5C)C4)sc3n2)cc1 (stereo not drawn)
    39%[activator] | 8%
- COc1ccc(OC(=O)c2nc(SCc3ccc(F)cc3)ncc2Cl)cc1
    -3% | -16%
- CCCCc1ccc(C(=O)NCc2cccnc2)cc1
    -2% | -13%
- COc1ccc2c(ccn2CC(=O)NCCCCCC(=O)O)c1
    2% | 2%
- COc1ccc(CCN2C(=O)NC(NC(=O)c3ccccc3OC)(C(F)(F)F)C2=O)cc1OC (stereo not drawn)
    -9% | 12%
- COc1cccc2cc(-c3nnc(SCC(=O)Nc4cc(C)ccc4C)n3N)oc12
    8% | 3%

For reference, part of the list above.
Under each structure – UDG counterscr | AID inhibitor
- COC(=O)c1ccc(COc2ccc3c(C)c(Cc4ccccc4)c(=O)oc3c2)o1
    -4% | -1%
- Cc1ccc(CNCc2c(C(=O)O)c(C)n(Cc3ccc(C)cc3)c2C)cc1
    -2% | -10%
- COc1cccc(CNC(=O)Cn2ccc3cc(S(=O)(=O)N4CCCC4)ccc32)c1OC
    -17%[57.5 µM] | -18%
- CCOc1ccc(NC(=O)C(c2ccccc2)c2ccccc2)c2cccnc12
    -7% | 6%
- COc1ccc2cc(-c3cc(C(=O)O)c4ccccc4n3)ccc2c1
    0% | 11%
- COc1cc(OC)c(OC)cc1/C=C/C(=O)c1ccc(OC(F)F)cc1
    -4% | -13%
- O=C(NC1CCCCC1)c1ccc2c(c1)N(Cc1ccccc1Cl)C(=O)c1ccccc1S2
    -6%[57.5 µM] | 7%
- COc1ccc(NC(=O)/C=C/c2ccc(Cl)cc2)cc1
    -7% | -10%
- Cc1ccc(C(=O)NCCC23CC4CC(CC(C4)C2)C3)cc1
    -11% | -13%
- CCCCCCn1c(N2CCOCC2)nc2c1c(=O)[nH]c(=O)n2C
    -3% | 3%
- CCc1nn(CCCC(=O)NC(C)c2ccccc2)c(=O)c2cc3occc3n12 (stereo not drawn)
    5% | u
- Cc1ccc(C(CC(=O)Nc2ccc(C)cc2C)N2Cc3ccccc3C2=O)cc1 (stereo not drawn)
    -27% | u
- CCCN1CCN(CCCNc2nc(-c3ccc(OC)cc3)nc3ccccc23)CC1
    -13% | u
- COc1ccc(-c2cn3nc(N4CCCC(C(=O)Nc5cccc(Cl)c5C)C4)sc3n2)cc1 (stereo not drawn)
    39%[activator] | 8%
- COc1ccc(OC(=O)c2nc(SCc3ccc(F)cc3)ncc2Cl)cc1
    -3% | -16%
- CCCCc1ccc(C(=O)NCc2cccnc2)cc1
    -2% | -13%

Further entries follow:
Under each structure – UDG counterscr | AID inhibitor
- C=CCNC(=O)CN1CCN(c2ccnc3c(F)ccc(F)c23)CC1
    -2% | -3%
- Cc1ccc(CNC(=O)C2CCN(C(=O)c3cnn(-c4ccccc4)c3-n3cccc3)CC2)cc1
    -3% | -21%
- Cc1ccc(C(=O)Sc2nc(C)cc(C)n2)cc1
    2% | -3%
- CC(NCc1cccs1)C12CC3CC(CC(C3)C1)C2 (stereo not drawn)
    -2% | 0%
- Cc1ccc(-n2ncc(C(=O)NC3CCCCC3)c2C2CCN(C(=O)OC(C)(C)C)CC2)cc1
    10% | -27%
- COc1ccc(C(=O)COC(=O)Cc2ccc(Cl)cc2Cl)cc1
    -7% | 1%
- COc1ccc(Cn2c(CNS(=O)(=O)c3ccc(Cl)s3)nc3cccnc32)cc1
    2% | -2%
- Cc1ccc(NC(=O)CC(c2cccc(F)c2)n2cccc2)cc1N(C)C (stereo not drawn)
    -6% | -7%
- O=C(CSc1cn(CCNC(=O)c2ccccc2F)c2ccccc12)Nc1ccc2c(c1)OCCO2
    6% | 29%
- COc1cccc(S(=O)(=O)N2CCN(Cc3nc4cccnc4n3-c3cccc(C)c3)CC2)c1
    -7% | -18%

Under each structure – UDG counterscr | AID inhibitor
- O=C(Nc1ccc(F)cc1)c1ccc2c(Cl)c3c(nc2c1)CCCC3
    -2% | 2%
- COc1ccc(C(=O)c2cn(Cc3ccccc3F)c3ccc(F)cc3c2=O)cc1
    -9% | u
- NC(CO)c1ccc(Oc2ccccc2)cc1 (stereo not drawn)
    -3% | 2%
- CCOCCCNCc1cccc(OCc2ccccc2)c1
    4% | -7%
- COc1ccc2cnn(CC(=O)Nc3ccccc3Br)c(=O)c2c1OC
    5% | -7%
- Cc1nc2c(c(C)nn2-c2ccccc2)c(C)c1CCC(=O)Nc1ccccc1
    -10%[57.5 µM] | 12%
- Fc1ccc(-c2nc(-c3ccccc3)no2)cc1
    -11% | -3%
- Cc1nnc(SCC(=O)Nc2ccc(Br)cc2)[nH]c1=O
    -11% | 1%
- COc1ccc(OC)c(NC(=O)C2CCCN(c3ccc4nncn4n3)C2)c1 (stereo not drawn)
    3% | 5%
- COCCN(CCOC)C(=O)Cc1n[nH]c(=O)c2ccccc12
    2% | -8%

Under each structure – UDG counterscr | AID inhibitor
- CCCn1ccc2c(OCC(=O)Nc3ccccc3OCC)cccc2c1=O
    u | 20%
- O=C(OCc1cc(=O)n2nc(-c3cccs3)sc2n1)c1ccccc1Br
    57%[activator] | 45%[activator]
- O=C(O)/C=C/c1ccc(F)c(Cl)c1
    2% | -2%
- N#Cc1nc(Cc2ccccc2)oc1NCc1ccc(F)cc1
    -11% | -15%
- Cc1ccc(S(=O)(=O)c2nnn3c2nc(N2CCC(C(N)=O)CC2)c2cc(Cl)ccc23)cc1C
    -21% | u
- Cn1nc(C(=O)OCC(=O)NC2CC2)c2ccccc2c1=O
    -9% | -15%
- CC(C)OC(=O)C1=C(N)OC2=C(C(=O)CC(C)(C)C2)C1c1ccc(Cl)cc1 (stereo not drawn)
    2% | -14%
- CCOc1ccc(N2CC(c3nc4ccccc4n3CCC3CCCCC3)CC2=O)cc1 (stereo not drawn)
    -22% | u
- Cc1cccc2[nH]c(COc3ccc(F)cc3)nc12
    8% | -4%
- CCc1ccccc1NC(=O)CN(c1cccc(C)c1C)S(C)(=O)=O
    3% | 9%

Under each structure – UDG counterscr | AID inhibitor
- COCCCNc1oc(-c2ccc(COc3ccccc3C)o2)nc1C#N
    -8% | -2%
- CCc1ccccc1NC(=O)c1cc2nc(-c3ccc(Br)cc3)cc(C(F)(F)F)n2n1
    -20% | 4%
- CCC(Sc1nnc(C)n2c1cc1occc12)C(=O)Nc1ccccc1F (stereo not drawn)
    -17% | -19%
- CCCN(CC#N)CC(=O)NC(C)(C#N)C(C)C (stereo not drawn)
    4% | 4%
- COC(=O)c1ccccc1NC(=O)CCC(=O)N1CC(C)Sc2ccccc21 (stereo not drawn)
    -1% | -18%
- COc1cc(Nc2nc3ccc(Cl)cc3nc2-n2nc(C)cc2C)cc(OC)c1
    -2% | -9%
- CCCCCn1c(=O)n(CC(=O)Nc2ccccc2C)c(=O)c2c1ncn2CC(C)C
    -7% | -1%
- COc1cc(NC(=O)CCNC(=O)Cn2cnc3ccccc3c2=O)cc(OC)c1OC
    5%[57.5 µM] | 20%[57.5 µM]
- CCNC(=S)NNC(=O)c1ccc(C)cc1
    -6% | 5%
- CCCn1c(N)c(C(=O)CSc2ccc3ccccc3n2)c(=O)n(C)c1=O
    -3% | 3%

Under each structure – UDG counterscr | AID inhibitor
- C=Cc1ccc(Cn2c(C)c(CNCc3cccc(Br)c3)c(C(=O)O)c2C)cc1
    -3%[57.5 µM] | -13%
- COc1cccc(-c2n[nH]c(=O)c3c2C(c2ccc(C(C)(C)C)cc2)n2nnnc2N3)c1 (stereo not drawn)
    2% | -12%
- COc1ccc(S(=O)(=O)Nc2c(C)nc3nc[nH]n3c2=O)cc1
    3% | 0%
- COc1ccc(C2C(C#N)=C(SCC(=O)c3ccccc3)NC3=C2C(=O)CC(C)(C)C3)cc1OC (stereo not drawn)
    2% | 1%
- Cc1ccc(S(=O)Cc2ccc(C(=O)NCc3ccc(OC(C)C)cc3)o2)cc1 (stereo not drawn)
    11% | -1%
- CCCNC(=O)C(=O)NC1CCC(C(C)(C)CC)CC1 (stereo not drawn)
    -6% | 0%
- Cc1c(C(=O)N2CCCCCC2)c(S(=O)(=O)Nc2cccc(C#N)c2)c(C)n1C
    -1% | 2%
- Cc1cccc(Cn2c(C)c(CNC3CCCCCC3)c(C(=O)O)c2C)c1
    -2% | 12%
- CCOc1ccc(NC(=O)Cn2cc(C(=O)C3CC3)c3ccccc32)cc1
    3% | 7%
- CSc1ccccc1NC(=O)/C=C/c1ccc(F)cc1
    -7% | -2%

Under each structure – UDG counterscr | AID inhibitor
- COc1ccc(/C(=N\O)C(C)(C)O)cc1
    1% | -7%
- COc1cc(C)ccc1OCCCn1c(-c2ccc(Cl)cc2)nc2ccccc2c1=O
    0% | 13%
- Cc1cccc(/C=C/c2ccc3c([N+](=O)[O-])cccc3n2)c1
    -13% | 0%
- Cc1ccc(C(=O)COC(=O)CCC(=O)Nc2ccc(Oc3ccccc3)cc2)cc1C
    2% | 3%
- Cn1nc(C(=O)NCCN2CCCCCC2)c2c1-c1ccccc1OC2
    1% | -28%
- COc1ccc(S(=O)(=O)Nc2ccc3c(c2)N(C(C)=O)CCC3)cc1F
    -7% | -27%
- O=C(CSc1nncn1-c1cccc(Cl)c1)Nc1ccccc1C(=O)NCCc1ccccc1
    -4% | -18%
- CCCOc1ccc(CNC(=O)c2cc3ccccn3n2)cc1
    0% | 0%
- CCN(C(=O)CC12CC3CC(CC(O)(C3)C1)C2)c1ccccc1
    -12% | -4%
- O=C(OC1CCCCC1=O)c1ccc(Br)cc1 (stereo not drawn)
    -8% | -2%

Under each structure – UDG counterscr | AID inhibitor
- Cc1nc(COc2ccccc2C(=O)N2CCc3ccccc32)no1
    5% | -2%
- CC(C)CN1CCN(CCc2ccccc2)CC1
    -10% | -11%
- O=C(CCn1c(=O)c2cccn2c2cccnc21)NCc1ccc(F)cc1
    7% | -15%
- CCc1ccccc1S(=O)(=O)Cc1ccc(C(=O)NCCc2ccc(C)cc2)o1
    u | -18%
- CC(C)c1nc(-c2ccccc2NS(=O)(=O)c2ccccc2Br)n[nH]1
    -4% | 0%
- CC(=O)c1cc2c(cc1NC(=O)Cn1c(=O)n(C)c(=O)c3sccc31)OCO2
    -4% | -3%
- CC(C)Oc1ccccc1C(C)NC(=O)Cc1cccs1 (stereo not drawn)
    0% | 6%
- CCOc1ccc(NC(=O)C2CCCN(S(=O)(=O)c3ccc(Br)s3)C2)cc1 (stereo not drawn)
    -1%[57.5 µM] | 5%
- CCOc1ccc2cc(-c3nnc(Nc4ccccc4F)s3)c(=O)oc2c1
    1%[57.5 µM] | 13%
- Cc1ccc(CNC(=O)c2ccc(CSCc3ccccc3Cl)o2)cc1
    -9%[57.5 µM] | u
- CCC(CO)NS(=O)(=O)c1cc(Cl)c(Cl)cc1Cl (stereo not drawn)
    -2% | -10%
- COc1ccc(-n2cnc3c2NC(=O)CC3c2cccnc2)cc1 (stereo not drawn)
    -2% | u

Not all compounds are listed; rates above refer to the full screens.
